# Source: PubChem
# Kir21 block: inhibitors of mouse Kir2.1 inward-rectifier potassium channel | 0.85% of 310,000 active | Inward rectifier potassium channel 2 (Mus musculus), P35561 | HEK293-Kir2.1, FluxOR thallium flux fluorescence; hits give low values | B-score at 10 µM;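 active means fluorescence ratio B-score at or below minus 3 SD of library scores, with starting-brightness B-score within 2 SD, cut at about -4.2 in these data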;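 further: channel flux triggered by added potassium and thallium sulfate stimulus; B-score of peak minus minimum fluorescence over baseline after thallium stimulus; more negative B-score means stronger Kir2.1 block with less thallium influx; some compounds called inactive have numbers as strong as hits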
# KCNQ2 block: KCNQ2 potassium channel inhibitors, primary screen, cell-based, CHO-K1, FluxOR thallium flux, B-score (AID 2156). Potassium voltage-gated channel subfamily KQT member 2 (Rattus norvegicus), O88943. 20 min; hits give low values. B-score at 10 µM. 1.1% of 310,000 active;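 active means fluorescence ratio B-score at most minus 3 library SDs, with starting brightness B-score within 2 library SDs, cut at about -5.5 in these data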
# Target sequence (O88943 whole entry, looked up): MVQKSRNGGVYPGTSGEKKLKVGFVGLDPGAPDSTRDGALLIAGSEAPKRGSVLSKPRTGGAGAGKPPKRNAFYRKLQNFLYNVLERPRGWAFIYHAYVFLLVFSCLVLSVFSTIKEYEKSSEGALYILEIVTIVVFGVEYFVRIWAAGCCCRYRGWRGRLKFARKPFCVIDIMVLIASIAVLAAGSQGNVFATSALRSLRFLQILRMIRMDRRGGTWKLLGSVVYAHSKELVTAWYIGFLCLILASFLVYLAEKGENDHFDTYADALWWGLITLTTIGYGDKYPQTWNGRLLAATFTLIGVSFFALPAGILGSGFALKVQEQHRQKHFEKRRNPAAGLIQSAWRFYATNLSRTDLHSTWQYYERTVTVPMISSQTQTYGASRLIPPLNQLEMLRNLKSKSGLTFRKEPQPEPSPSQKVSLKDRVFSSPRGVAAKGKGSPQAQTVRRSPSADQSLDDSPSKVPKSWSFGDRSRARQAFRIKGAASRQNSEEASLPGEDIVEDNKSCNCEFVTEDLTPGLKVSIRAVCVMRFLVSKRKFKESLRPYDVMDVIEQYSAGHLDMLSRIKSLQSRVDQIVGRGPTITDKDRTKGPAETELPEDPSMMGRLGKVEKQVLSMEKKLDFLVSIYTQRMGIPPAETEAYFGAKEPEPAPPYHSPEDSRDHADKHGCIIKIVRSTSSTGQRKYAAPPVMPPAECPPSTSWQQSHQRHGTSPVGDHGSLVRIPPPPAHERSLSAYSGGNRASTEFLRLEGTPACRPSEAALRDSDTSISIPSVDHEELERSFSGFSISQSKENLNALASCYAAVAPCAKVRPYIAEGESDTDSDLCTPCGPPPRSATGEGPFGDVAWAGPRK
# * = called active by the depositor; i = inactive. Hits appear at their usual frequency. About 1.8% of those tested had a hit in this group.
nr	Molecule	KCNQ2 block	Kir21 block
1	CCOc1ccc2[nH]c(=O)c(CN(CCCO)S(=O)(=O)c3ccc(F)cc3)cc2c1	i	1.59
2	Cc1nn(C(C)C(=O)NCCc2ccco2)c(=O)c2nn(-c3ccccc3)c(C)c12 (stereo unspecified)	i	1.3
3	Cc1c(N(C)S(=O)(=O)c2ccc(Cl)c(C(=O)N3CCC(C(N)=O)CC3)c2)c(=O)n(-c2ccccc2)n1C	i	-0.05
4	CN1CCCN(Cc2ccccc2C(F)(F)F)CC1	i	0.91
5	CCN1CCN(CCNC(=O)CS(=O)(=O)Cc2nc(-c3ccc(C)cc3)oc2C)CC1	i	-0.17
6	Cc1ccc(N(C(=O)NC2CCCCC2)C2=NCCCCC2)cc1	-5.81*	-2.04
7	CC(c1ccccc1)C(CC(=O)O)C(=O)Nc1ccc(Cl)c(Cl)c1 (stereo unspecified)	i	1.2
8	O=C(OCc1cccc(F)c1)c1ccc2c(c1)-c1ccccc1C2=O	i	-1.17
9	O=C(/C=C/c1c(Cl)cccc1Cl)NCc1ccccc1	i	-0.1
10	COCCCN1C(=O)C(=O)/C(=C(/O)c2ccc(S(=O)(=O)N3CCOCC3)cc2)C1c1ccc(OC)cc1 (stereo unspecified)	i	-0.4
11	O=C(Nc1ccc(Cn2ccnc2)cc1)c1cccc(C(F)(F)F)c1	i	-0.72
12	CCOCc1c(C(=O)NC2=Nc3ccccc3NC(CC)=C2C(=O)OCC)oc2ccccc12	i	-2.5
13	CCOC(=O)C1CCCN(c2cc(=O)n(C3CCCCC3)c(=O)[nH]2)C1 (stereo unspecified)	i	1.4
14	Cc1ccc(C(=O)OCC(=O)N2CCC(c3ccccc3)=N2)c(C)c1	i	1.28
15	COc1cccc(C2c3c(oc4ccccc4c3=O)C(=O)N2Cc2ccco2)c1 (stereo unspecified)	i	0.16
16	Cc1ccc(C)n1-c1cc([N+](=O)[O-])ccc1-n1ccnc1	i	0.72
17	O=C(COC(=O)COc1ccc(Cl)cc1)Nc1ccc(F)c([N+](=O)[O-])c1	i	-1.99
18	N#Cc1nc(-c2cccs2)oc1N1CCOCC1	i	2.03
19	CCN1CCN(C(=O)C2CC(c3ccc(F)cc3)=NO2)CC1 (stereo unspecified)	i	-0.65
20	CCCCNC(=O)C1C2C=CC3(CN(Cc4ccc(C)cc4)C(=O)C13)O2 (stereo unspecified)	i	0.69
21	N#CCSc1nc2c(cc1C#N)CCCC2	i	1.05
22	COc1ccc(S(=O)(=O)n2nc(OC(=O)c3cccs3)cc2N)cc1	i	-2.77
23	COc1ccc(NC(=S)NCc2ccc3c(c2)cc(C)n3C)cc1	i	-0.36
24	O=C(Cc1c(Cl)cccc1Cl)N/N=C/c1cccnc1	i	-0.82
25	CCOc1cc(/C=C2\CCC/C(=C\c3cc(Cl)c(O)c(OCC)c3)C2=O)cc(Cl)c1O	i	-1.29

# Reformatted with the structure last: 3 of the compounds above.
cpd	KCNQ2 block	Kir21 block	SMILES
19	i	-0.65	CCN1CCN(C(=O)C2CC(c3ccc(F)cc3)=NO2)CC1 (stereo unspecified)
14	i	1.28	Cc1ccc(C(=O)OCC(=O)N2CCC(c3ccccc3)=N2)c(C)c1
1	i	1.59	CCOc1ccc2[nH]c(=O)c(CN(CCCO)S(=O)(=O)c3ccc(F)cc3)cc2c1

# (further entries)
nr	Molecule	KCNQ2 block	Kir21 block
26	O=C(CNC(=O)c1ccco1)OCC(=O)c1ccc2ccccc2c1	i	0.28
27	CC1(C)Cc2cccc(C(=O)NC3CCN(Cc4ccccc4)CC3)c2O1	i	-1.27
28	COCCSc1nnc(NC(=O)Cc2ccc(OC)cc2)s1	i	-0.17
29	Cc1ccc(S(=O)(=O)NNC(=O)Nc2cccc(F)c2)c(C)c1	i	-0.75
30	Cn1c(CN2CCN(c3ccc(Cl)cc3)CC2)nc2ccccc21	i	-1.22
31	Cc1cc(C)nc(NS(=O)(=O)c2ccc(N/C=C/C(=O)c3ccc(Cl)c(Cl)c3)cc2)n1	i	0.03
32	COc1ccc(CC2(CO)CCN(Cc3cnn(C)c3C)CC2)cc1	i	-0.43
33	COCc1cc(=O)n2[nH]c(SCc3ccccc3)nc2n1	i	1.82
34	Cn1c(=NC(=O)c2ccc3c(c2)OCCO3)sc2cc(S(C)(=O)=O)ccc21	i	-0.17
35	N#Cc1ccc(CN2C(=O)NC3(CCCCCC3)C2=O)cc1	i	-0.01
36	CCC(C)(C(=O)NC1CCCCC1)N(Cc1ccco1)C(=O)CNC(=O)c1ccccc1 (stereo unspecified)	i	-1.08
37	COc1ccc(C2C(C(=O)c3sc(C)nc3C)=C(O)C(=O)N2CCCn2ccnc2)cc1 (stereo unspecified)	i	1.36
38	O=[N+]([O-])c1ccc(N=Cc2c(O)ccc3ccccc23)cc1	i	-1.85
39	CC(C)N1CCN(Cc2ccc(Oc3ncccn3)cc2)CC1CCO (stereo unspecified)	i	0.1
40	Cc1ccc(NC(=O)CCN2CCN(CCO)CC2)cc1Br	i	1.62
41	CCc1ccc(OCc2nnc(SCC(=O)NCc3ccco3)o2)cc1	i	-0.01
42	O=C(CCCn1c(=S)[nH]c2ccsc2c1=O)NCc1ccco1	i	0.09
43	CCOC(=O)Cn1nnnc1CN(Cc1cccs1)Cc1cc2cc(C)ccc2[nH]c1=O	i	0.12
44	CCN(CC)c1ccc(NC(=O)c2cccc(OC)c2)c(C)c1	i	1.9
45	COc1ccc(/C=N/OCc2ccccc2C#N)c(OC)c1	i	3.58
46	Cc1cccc(N(CC(=O)N2CCOCC2)S(C)(=O)=O)c1	i	0.36
47	Cc1cc(/C=N/NC(=O)CC2(C)OCCO2)c(C)n1-c1ccc(Cl)c(Cl)c1	i	-0.05
48	O=C(CNC(=O)c1cccs1)N/N=C/c1ccc(O)cc1O	i	1.24
49	CC(SCc1ccccc1)C(=O)Nc1ccccc1F (stereo unspecified)	i	1.38
50	COCCCNC(=O)CCCOc1ccccc1	i	-2.12
51	COc1ccc(NC(=O)c2cn(CCC#N)nc2-c2cc3ccccc3o2)cc1	i	3.11
52	Cc1cc(=O)oc2cc(OCC(=O)OCC(=O)N3CCc4ccccc43)ccc12	i	-1.9
53	C/C(=N/NC(=O)C1CCCC1)c1ccc(NC(=O)C(F)(F)F)cc1	i	1.84
54	CCCCCSc1nc(O)cc(=O)[nH]1	i	1.46
55	CCOC(=O)C1CCN(Cc2c(O)ccc3ccccc23)CC1	i	-7.63*
56	O=C(NCCc1ccc(F)cc1)c1cccc(NC(=O)c2ccccc2)c1	i	-1.66
57	CCOC(=O)c1ccc(NC(=O)COc2coc(CN3CCc4ccccc43)cc2=O)cc1	i	-0.56
58	CCCCC(=O)Nc1nnc(S(=O)(=O)N2CCCCCC2)s1	i	-1.54
59	c1ccc(-c2noc(C34CC5CC(CC(C5)C3)C4)n2)nc1	i	0.68
60	CC(C)(C)OC(=O)CNC(=O)c1[nH]cnc1C(=O)N[C@@H](Cc1ccccc1)C(=O)OC(C)(C)C	i	-0.37
61	COc1ccccc1N1CCN(C(=O)c2ccc3[nH]c(C)c(C)c3c2)CC1	i	-0.01
62	C[C@@H]1NC(=O)c2cc([N+](=O)[O-])cc(F)c2NCCC[C@@H](C(N)=O)NC(=O)[C@H](CC(N)=O)NC1=O	i	1.3
63	Cc1ccc(C2=NS(=O)(=O)N(C)C(C(=O)Nc3ccc4c(c3)OCO4)=C2)cc1	i	-0.24
64	CN(Cc1cc2ccccc2[nH]c1=O)C(=O)c1cccs1	i	0.85
65	CC(=O)NC(c1ccc(F)cc1)c1cccnc1 (stereo unspecified)	i	0.56
66	CN(C)CCOC(=O)CCc1ccccc1	i	-1.54
67	CCCCN(C(=O)CCC(=O)Nc1cc(C)on1)C(C(=O)NC1CCCC1)c1ccc(OCC)cc1 (stereo unspecified)	i	0.69
68	O=C(COC(=O)c1cccnc1Nc1cccc(C(F)(F)F)c1)NCCN1C(=O)CSC1=O	i	1.52
69	COc1ccc(N2CC(C)Cn3c2nc2c3c(=O)n(Cc3ccccc3F)c(=O)n2C)c(OC)c1 (stereo unspecified)	i	-0.81
70	Cc1nn(-c2ccccc2)c(N)c1C1(O)C(=O)Nc2ccc([N+](=O)[O-])cc21 (stereo unspecified)	i	0.51
71	CCCn1nc(C(=O)OCC(=O)NC(C)c2ccccc2)c2ccccc2c1=O (stereo unspecified)	i	-1.72
72	CCCOc1ccc(C(CC(=O)O)NC(=O)c2sc3ccccc3c2Cl)cc1 (stereo unspecified)	i	0.15
73	CCc1nc(SCC(=O)Nc2nnc(CC)s2)c2c(C)c(C)sc2n1	i	1.41
74	Cc1cccc(COc2ncnc3nc[nH]c23)c1	i	0.68
75	Nc1[nH]c(=S)nc2nc(-c3ccccc3)c(-c3ccccc3)nc12	i	0.86

# Carrying on.
nr	Molecule	KCNQ2 block	Kir21 block
76	COc1cc(CCC(=O)N2CCN(c3ccc(N4CCOCC4)nn3)CC2)cc(OC)c1OC	i	2.03
77	Cc1cccc(-c2noc(CNC(=O)c3ccc4c(c3)OCO4)n2)c1	i	-1.03
78	CNc1nc(N)nc(OC(C(F)(F)F)C(F)(F)F)n1	i	-0.46
79	O=C(NC1CCCCC1)NC1(C(=O)NCCCN2CCOCC2)CCCCC1	i	-0.05
80	CNS(=O)(=O)c1cc(Cl)ccc1Sc1ccccc1C(=O)O	i	1.64
81	Cc1cc2nc(SCC(=O)O)nc(C)c2cc1C	i	-1.39
82	CC(C)N(Cc1cn[nH]c1-c1ccc(-c2ccccc2)cc1)Cc1nccn1C	i	-3.64
83	Cc1cccc(-c2cc(C(=O)Nc3c(C)n(C)n(-c4ccccc4)c3=O)c3ccccc3n2)c1	-5.9*	-1.84
84	N/C(=N\OC(=O)c1cccc(F)c1)c1cccc([N+](=O)[O-])c1	i	-0.11
85	Cc1nc2cc(C(F)(F)F)ccc2n1C1CCN(C(=O)N2CCOCC2)CC1	i	1.88
86	Cc1cc(NC(=O)Nc2c[nH]c(=O)[nH]c2=O)ccc1Br	i	1.32
87	Cc1cccc(Oc2nc(CN3CCOCC3)nc3sc4c(c23)CCCC4)c1	i	-0.61
88	Cc1cccc(C)c1OCC(=O)Nc1c(C)nn(C)c1C	i	-0.09
89	c1ccc(-n2nnnc2SCc2ccccn2)cc1	i	0.88
90	CC(=O)NC(CSc1cc(C)nc2ccc(Br)cc12)C(=O)O (stereo unspecified)	i	-0.3
91	Cc1ccc(/C=C2\SC(=S)N(/N=C/c3cc([N+](=O)[O-])ccc3O)C2=O)o1	i	0.08
92	CSc1ncccc1C(=O)Nc1ccc(F)c(F)c1F	i	2.7
93	CCOCC(O)CSCc1ccc(Cl)cc1 (stereo unspecified)	i	-0.85
94	CCC(C)(C)NC(=O)C(c1ccc(C)cc1)N(CC1CCCO1)C(=O)c1csnn1 (stereo unspecified)	i	0.75
95	CC(=O)N(Cc1ccccc1)c1ccccc1C(=O)O	i	0.47
96	CC(C)c1ccc(C(=O)OC2CCOC2=O)cc1 (stereo unspecified)	i	0.3
97	Cc1ccc(CNC(=O)C2CCCN(S(=O)(=O)N3CC(C)CC(C)C3)C2)cc1 (stereo unspecified)	i	0
98	COC(=O)Nc1ccccc1C(=O)N1CCC(O)(c2ccc(Cl)cc2)CC1	i	-1.95
99	CC(CNC(=O)CC(C)(C)C)NC(=O)CC(C)(C)C (stereo unspecified)	i	1.29
100	Cc1cc(C)c(S(=O)(=O)N2CCCCC2)c(C)c1-n1ncnn1	i	-1.91
101	Cc1c(-c2cccc(Cl)c2)nc2ccccc2c1C(=O)OCC(=O)Nc1ccc2c(c1)OCO2	i	-0.38
102	COc1ccc(Oc2ncccc2NC(=O)c2cccc(C)c2C)cc1	i	-2.02
103	O=C(NC(=S)Nc1ccc(S(=O)(=O)N2CCCCC2)cc1)c1cccs1	i	1.72
104	Cc1ccc(CNC(=O)C2CCCN2C(=O)Nc2ccc(F)cc2)cc1 (stereo unspecified)	i	-0.17
105	CCOc1ccc(-c2ccc(C=O)o2)c([N+](=O)[O-])c1	i	0.85
106	CC(=O)c1cccc(N(CC(=O)NC2CCCC2)C(=O)c2csnn2)c1	i	0.88
107	O=C(Nc1cccc(-n2cnnn2)c1)c1cnccc1Cl	i	2.02
108	CSc1ncc(-c2ccc(Cl)cc2)[nH]1	i	0.25
109	Cc1ccccc1NC(=O)C1CC(=O)N(c2ccccc2F)C1 (stereo unspecified)	i	-0.42
110	COc1ccc(Nc2ncc3c(n2)CC(c2ccccc2)CC3=O)cc1 (stereo unspecified)	i	-0.51
111	COc1ccccc1Nc1nnc(SCc2nnc(-c3cc(OC)c(OC)c(OC)c3)o2)s1	i	-0.75
112	CC(=O)Nc1ccc(N2CCOCC2)c(C(=O)Nc2cccc(C)c2)c1	i	1.16
113	NC(=S)N/N=C1/CCSc2ccc3ccccc3c21	i	-0.17
114	CC1CCC/C(=C\Nc2ccc(O)cc2)C1=O (stereo unspecified)	i	0.1
115	Cc1ccc(OCC(=O)NCc2n[nH]c(=O)c3ccccc23)cc1	i	1.29
116	N#Cc1cnc(SCC(=O)N2CCCCC2)nc1N	i	-1.33
117	Cc1ccc2c(CC(=O)OCn3nnc4ccccc4c3=O)coc2c1	i	0.18
118	CSc1nc(O)c(C(c2ccc(F)cc2)c2c(O)nc(SC)[nH]c2=O)c(=O)[nH]1	i	0.03
119	CCOc1ccccc1NC(=O)CN1CCC(C(=O)c2ccc(OC)cc2)CC1	i	-0.97
120	COC(=O)C1CCN(Cc2cn(Cc3ccccc3)nc2-c2cc3ccccc3o2)CC1	i	-0.43
121	COc1cc(/C=C/C(=O)OCc2c(C)noc2C)ccc1OC(F)F	i	-1.4
122	COc1cccc(NS(=O)(=O)c2c(C)cc(C)cc2C)c1	i	-1.9
